Bioassay records as filed in PubChem.
SENP1 FRET inh – blocks the human SENP1 SUMO protease catalytic domain. 360,000 compounds, 0.21% hits. recombinant SENP1 catalytic domain, CyPet-SUMO1-YPet FRET cleavage. inhibition, % at 10 µM. AID 624204. Q9P0U3;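 active = inhibition at least 30% at 10 µM, raw YFP signal under a set limit, fluorescence ratio 0.5 to 1.5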;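 also: 0% = enzyme with DMSO and 100% = no enzyme wells; some results filed as inactive read as strong as hits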
Target sequence (Q9P0U3 419-644 limits assumed): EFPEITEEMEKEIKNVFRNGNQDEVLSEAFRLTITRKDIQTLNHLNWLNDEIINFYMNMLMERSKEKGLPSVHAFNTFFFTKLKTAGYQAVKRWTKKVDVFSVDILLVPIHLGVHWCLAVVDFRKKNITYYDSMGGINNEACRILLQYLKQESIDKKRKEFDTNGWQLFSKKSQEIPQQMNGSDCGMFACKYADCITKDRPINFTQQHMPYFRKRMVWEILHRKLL
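Assay system: hSENP1 catalytic domain, recombinant. Amount: SENP1 enzyme, 20 pM final. Schedule: 50 min reaction, RT, dark. Technique: FRET, CFP and YFP emission. Control set: no-enzyme wells low, DMSO-plus-enzyme wells high control.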
SENP8 block-1 – SENP8 protease inhibition. Q96LD8. purified SENP8, Z-RLRGG-aminoluciferin cleavage, luminescence. inhibition, % at 10 µM. 330,000 compounds, 1.2% hits. AID 2540; in the data active = inhibition above about 50%
Target sequence (Q96LD8 whole entry, looked up): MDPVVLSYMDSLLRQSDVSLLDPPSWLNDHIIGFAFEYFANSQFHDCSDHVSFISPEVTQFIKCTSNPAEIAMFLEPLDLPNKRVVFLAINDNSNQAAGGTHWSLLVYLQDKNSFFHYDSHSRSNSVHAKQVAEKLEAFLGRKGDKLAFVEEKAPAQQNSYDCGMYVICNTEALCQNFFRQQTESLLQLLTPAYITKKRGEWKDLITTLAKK
SENP8 block-2 – blocks human SENP8 cleavage of Nedd8 substrate | Q96LD8 | recombinant SENP8, Nedd8 substrate fluorescence | inhibition, % at 20 µM | 360,000 compounds, 0.64% hits | AID 602440; in the data active = inhibition mostly above about 40%, no sharp cut-off; inactive = mostly below about 27%
APOBEC3G inh – APOBEC3G (human) deaminase inhibition; 330,000 compounds, 0.28% hits; recombinant A3G, ssDNA deamination FAM/TAMRA fluorescence; AID 493012; inhibition, % at 20 µM;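 active = inhibition of at least 40% at 20 µM, with no more than 30% in the related APOBEC3A deaminase screen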;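 also: plate controls were DMSO wells with A3G for no effect and wells lacking A3G enzyme for full effect; some compounds called inactive have numbers as strong as hits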
Target sequence (Q9HC16 whole entry, looked up): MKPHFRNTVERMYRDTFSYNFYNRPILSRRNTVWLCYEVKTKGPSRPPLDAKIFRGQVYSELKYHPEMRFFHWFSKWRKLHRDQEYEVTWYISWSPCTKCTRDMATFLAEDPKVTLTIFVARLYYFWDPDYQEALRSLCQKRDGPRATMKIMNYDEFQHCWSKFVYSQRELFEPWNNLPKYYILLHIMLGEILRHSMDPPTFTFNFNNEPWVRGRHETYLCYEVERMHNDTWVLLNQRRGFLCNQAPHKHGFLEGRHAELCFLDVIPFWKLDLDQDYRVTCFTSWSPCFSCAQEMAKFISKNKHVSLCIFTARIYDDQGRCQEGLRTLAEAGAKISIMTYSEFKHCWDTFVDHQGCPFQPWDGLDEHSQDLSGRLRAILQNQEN
SENP6 inh – SENP6 protease inhibition; 330,000 compounds, 1.8% hits; Recombinant SENP6 catalytic domain, aminoluciferin luminescence; inhibition, % at 10 µM;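 active = inhibition above about 50% at the single tested dose, limit read from the data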;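 also: plate controls were DMSO wells with enzyme for no effect and DMSO wells lacking enzyme for full effect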
UBC13 inh – blocks human UBC13 polyubiquitin chain formation; P61088; TR-FRET; inhibition, % at 20 µM; 330,000 compounds, 0.47% hits; in the data active = inhibition above about 45%, passing the limit was not always enough
Target sequence (P61088 whole entry, looked up): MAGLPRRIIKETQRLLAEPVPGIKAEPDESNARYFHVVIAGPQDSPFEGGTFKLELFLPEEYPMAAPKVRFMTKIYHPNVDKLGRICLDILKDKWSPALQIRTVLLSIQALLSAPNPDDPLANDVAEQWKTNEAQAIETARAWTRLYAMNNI
SENP7 inh – inhibitors of human SENP7 protease; recombinant SENP7, Z-RLRGG-aminoluciferin luminescence, 40 min; 330,000 compounds, 1.5% hits; inhibition, % at 5 µM; Q9BQF6;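 active = inhibition above about 50% at the single test dose, limit read from the data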;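 also: plate controls were DMSO with enzyme for no effect and no enzyme buffer wells for full effect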
Apaf-1 inh – human Apaf-1 inhibition; inhibition, % at 20 µM; 330,000 compounds, 0.71% hits; O14727; reconstituted apoptosome caspase-3 activity, DEVD-Rh110 fluorescence; active = inhibition of at least 40% at 20 µM;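 also: plate controls were DMSO wells for no effect and DEVD-CHO caspase inhibitor wells for full effect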
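Material: reconstituted apoptosome with Apaf-1, cytochrome c, caspase-9, procaspase-3, dATP / Buffer or medium: pH 7.5 Hepes buffer with CHAPS, BSA, DTT / Also added: cytochrome c with DEVD-Rh110 / Schedule: compound with Apaf-1, dATP, procaspase-3 30 min, then 50 min reaction, room temperature / Technique: rhodamine 110 fluorescence at Ex 480/Em 540 nm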
Active calls of the source: *; i = inactive; · = no result given.

structure	SENP1 FRET inh	SENP8 block-1	SENP8 block-2	APOBEC3G inh	SENP6 inh	UBC13 inh	SENP7 inh	Apaf-1 inh
O=C(c1ccco1)N1CCN(c2ccc(F)cc2)CC1	2	-8	2	-4	16	-10	-1	-3
Cc1ccc(N/C(N)=N/c2nc(C)cc(C)n2)cc1	0	9	12	-2	6	11	2	-1
Cc1cccc(C)c1NC(=O)c1cccc2c1-c1ccccc1C2=O	-4	0	9	1	-4	-1	-5	8
CC1CCc2c(sc3ncnc(N4CCOCC4)c23)C1 (stereo not drawn)	-1	1	18	1	-3	-8	8	15
O=c1[nH]c(CSc2ccccn2)nc2c1oc1ccccc12	0	25	13	-6	35	-5	26	-4
C=CCn1c(N)c(C(=O)Nc2ccc(C)c(C)c2)c2nc3ccccc3nc21	-132	4	-96	-12	21	13	2	23
CCOC(=O)c1cc(/C(C)=N/OC(=O)c2ccc(Cl)cc2)on1	3	-4	7	-1	-3	3	8	-15
Cn1c(=O)c2[nH]c(N3CCN(c4cccc(O)c4)CC3)nc2n(C)c1=O	2	-1	9	0	-9	4	9	-6
CCCCn1c(N)c(N(CC)C(=O)c2ccc(N3CCCC3=O)cc2)c(=O)[nH]c1=O	2	1	16	-1	-3	-2	7	2
CC(CC(=O)N1CCN(c2ccc(C(F)(F)F)cn2)CC1)n1ccnc1 (stereo not drawn)	2	5	-29	-8	-6	9	1	-4
COc1ccc(NC(=S)NCCc2c[nH]c3ccc(OC)cc23)c(OC)c1	-2	-8	12	-6	-9	21	-2	5
COc1ccccc1NC(=O)C(C)N(C)CC(=O)Nc1cccc2ccccc12 (stereo not drawn)	-1	-11	-14	-5	-29	14	-15	3
CCN(CC)CCCNC(=O)Cn1nc(-c2ccccc2)ccc1=O	1	-2	3	2	-24	4	6	4
N#Cc1cc(N)ccc1Sc1ccc(Cl)cc1	-2	-4	-453	-4	-1	11	-6	10
Cc1c(Cl)cccc1-n1c(SCC(=O)NCc2ccccc2Cl)nnc1-c1ccncc1	-8	6	-66	-9	9	-20	-10	13
CCS(=O)(=O)N1CCC(NC(=O)C(Cc2ccc(OC)c(OC)c2)NC(C)=O)CC1 (stereo not drawn)	0	-11	16	-4	-12	-7	-6	-1
CC(=O)C1=C(C)NC(SCC(N)=O)=C(C#N)C1C (stereo not drawn)	9	0	10	16	5	3	1	-3
CCc1cc(=O)oc2cc(C)cc(OCC(=O)NCc3ccccn3)c12	0	-3	-241	-9	2	22	-2	-1
C[C@H](NS(=O)(=O)c1ccccc1F)C(=O)OCC(=O)N1CCc2ccccc21	-1	3	8	-1	3	-4	1	6
O=C(NCCN1C(=O)S/C(=C/c2ccccc2)C1=O)C1CCCN1C(=O)c1cccs1 (stereo not drawn)	0	2	0	-3	-1	2	2	-2
Cc1cc(C)c2nc(/N=C(\N)NC(=O)Nc3ccccc3)nc(C)c2c1	-3	-5	-4	5	-11	6	1	-6
CCCCn1c(=O)nc2n(-c3ccccc3C)c3ccccc3cc-2c1=O	-31	-3	-296	-3	-7	16	9	-5
Cc1ccc(CSCCC(=O)NCCC2=CCCCC2)cc1	-1	-3	13	-4	-2	6	-1	5
CSCCC(NC(=O)COc1ccccc1)C(=O)N(C)Cc1cccc(F)c1 (stereo not drawn)	0	7	6	-7	11	5	3	-5
COc1ccc(NC(=O)c2ccccc2OCc2ccc(F)cc2)c(OC)c1	0	-12	1	-13	4	-9	-13	22
Cc1onc(-c2c(F)cccc2Cl)c1C(=O)Nc1c(C)n(C)n(-c2ccccc2)c1=O	3	5	3	-6	-12	-6	-2	-2
O=C(N/N=C/c1cccnc1)c1ccc2c(c1)OCO2	-1	5	11	-7	-27	0	-4	-4
O=CN(/C=C1\Sc2ccccc2C1=O)Cc1ccccc1	-122	3	-68	0	13	10	1	-1
Cc1ccc(S(=O)(=O)N/N=c2\oc3ccccc3cc2C(=O)Nc2cccc(C)c2)cc1	·	-10	·	-5	5	-14	5	1
O=C(Nc1ccccc1)N1CCC(n2c(=O)[nH]c3ccccc32)CC1	-1	-7	12	-1	-4	4	-9	6
COc1cccc(/C=N/NC(=O)c2ccc([N+](=O)[O-])cc2Cl)c1O	3	-3	4	-7	-7	3	-1	0
CS(=O)(=O)Nc1ccc(C2=NN(C(=O)c3ccco3)C(c3ccc(F)cc3)C2)cc1 (stereo not drawn)	-2	-2	-66	-5	-20	-16	-3	14
Cc1ccc(C(=O)c2no[n+]([O-])c2C(=O)c2ccc(C)cc2)cc1	-3	2	22	-4	-1	6	10	-9
COc1cc2c(cc1OC)C(C(=O)NCc1ccco1)C(c1cccs1)N(C)C2=O (stereo not drawn)	0	7	27	-1	15	9	6	-9
CCN(CC)CCCNc1nc2ccccc2c2nc(-c3ccncc3)nn12	1	-2	13	3	0	15	-1	0
O=C(NC1CCCCCC1)c1cccs1	1	0	20	-5	7	0	1	-19
CCC(=O)c1ccc(OCC(=O)N2CCCC2)c(OC)c1	2	-12	11	-9	5	-3	-5	2
Cc1ccc(NC(=O)CSc2nc(=O)cc(N)n2-c2ccccc2)cc1	0	-3	7	-7	-18	-8	-5	19
Cc1nn(CC(=O)NCc2cc3ccccc3[nH]2)c(C)c1[N+](=O)[O-]	-2	-9	15	-2	-10	-14	-7	7
CCc1ccc(N(C(=O)c2snc(C(N)=O)c2N)C(C(=O)NCC2CCCO2)c2cccs2)cc1 (stereo not drawn)	-24	8	-398	-6	-1	44	0	15
COc1cccc(C=Nc2ccccc2C(=O)Nc2nccs2)c1OC	-74	-3	i	-3	5	32	1	-8
CN(C)S(=O)(=O)c1ccc(-c2csc(N/N=C/c3ccc(O)cc3)n2)cc1	25	4	-77	0	-10	-13	-1	8
COC(=O)c1cc(C(=O)N2CCN(C(=O)c3ccco3)CC2)cc([N+](=O)[O-])c1	1	-4	-1	-2	-5	1	-4	-8
CCOC(=O)c1nnn(-c2nonc2N)c1CN(CC)c1ccccc1	2	-6	-7	-3	6	4	-3	5
O=C1CSC(=Nc2ccccc2Cl)N1	1	4	0	0	-7	-2	1	15
CCCOc1cc(CC(=O)NCc2ccco2)ccc1OC	-1	1	10	-2	1	-1	-1	3
Cc1[nH]cc(Br)c(=O)c1Oc1ncc(C(F)(F)F)cc1Cl	1	-2	14	-3	-5	5	-1	-4
COc1ccc(OC)c(NC(=O)C2CCN(Cc3cnn(-c4ccccc4)c3-n3cccc3)CC2)c1	1	1	15	-8	10	14	-1	6
COc1ccc(CNC(=O)c2ccc(N3CCC4(CC3)CC(c3ccc(Cl)cc3)=NO4)c(NC(=O)c3ccccc3)c2)cc1	-1	-5	-2	3	0	-15	8	9
Cc1oc(-c2ccc3c(c2)OCCO3)cc1C(=O)NCC(=O)O	-2	81*	-14	0	81*	1	-6	-1
CCOC(=O)CNC(=O)CSc1nnc(C)c(=O)[nH]1	1	-12	7	-8	-30	-11	-9	4
CC1CCCC(NS(=O)(=O)c2cccc3nsnc23)C1C (stereo not drawn)	3	-13	17	-8	14	-10	-16	7
CN(C)c1ccc(C2OC(=O)C3(CCCC3)C(=O)C2(C)C)cc1 (stereo not drawn)	1	-8	15	-3	-7	-19	-4	8
Cc1ccc(-c2nc(CS(=O)CC(=O)NC3CC3)c(C)o2)cc1 (stereo not drawn)	1	3	4	-7	-6	-4	-3	-11
C=C(C)Cn1c(CN(C)Cc2ccccc2)nc2c1c(=O)n(C)c(=O)n2C	0	7	0	-6	-24	-3	-5	2
N#CCCN(C(=O)COC(=O)COc1ccc(Cl)cc1)c1ccccc1	5	0	7	5	8	0	3	5
O=S(=O)(c1ccccc1)N1CCN(CC2CC3C=CC2C3)CC1 (stereo not drawn)	-1	7	6	0	9	-4	10	10
Cc1cccc(-c2cc(C(=O)Nc3sc(C)c(C)c3C(N)=O)c3ccccc3n2)c1	4	1	6	0	-29	-15	8	9
CC(=O)c1ccc(C(=O)NC2CCCN(Cc3ccc(Cl)cc3)C2)s1 (stereo not drawn)	1	-3	11	-4	5	5	0	24
Clc1ccc(Cn2ncc3c(NCc4ccccc4)ncnc32)c(Cl)c1	·	1	·	-8	-5	18	2	6

New compounds follow
structure	SENP1 FRET inh	SENP8 block-1	SENP8 block-2	APOBEC3G inh	SENP6 inh	UBC13 inh	SENP7 inh	Apaf-1 inh
CCOc1ccc(NC(=O)CC2C(=O)N(c3ccccc3)C(=O)N2CCc2cccs2)cc1 (stereo not drawn)	2	9	21	-6	14	-2	1	7
O=C1Nc2ccccc2C12NCCc1c2[nH]c2ccccc12 (stereo not drawn)	-2	-2	11	-3	-6	-3	-16	-6
CCOC(=O)c1c(-c2ccccc2)c(C(C)=O)c(=O)n(C)c1C	-1	-2	5	-3	-7	-4	-7	-2
Cc1nn(C)c(C(=O)NNC(=S)Nc2ccc(Cl)cc2)c1[N+](=O)[O-]	0	3	27	-1	-3	-12	4	2
CCC(=O)c1ccc(OCC(=O)N2CCc3cc(OC)c(OC)cc3C2)cc1	2	5	-15	3	0	-5	-1	4
CCOC(=O)c1ccc(-n2ccnc2)c(NC(=O)c2cccc(Br)c2)c1	3	-7	17	-6	-11	3	2	3
COc1cccc(/C=N/NC(=O)c2ccncc2)c1OC(=O)c1ccc(Br)cc1	5	-8	4	-9	-16	-2	16	21
CCCNC(=O)Nc1ccc(C)cc1C	3	2	19	1	-11	0	1	4
O=C(O)c1cccc(N2C(=O)c3cccc(Oc4ccc(Cl)cc4)c3C2=O)c1	2	-4	18	-4	-21	-31	-3	5
CC(Oc1ccc(F)cc1)C(=O)NN (stereo not drawn)	0	4	1	2	27	3	11	7
COn1c(SCc2ccc(Cl)cc2)nc2ccccc2c1=O	2	2	7	-5	9	12	0	12
O=C(COC(=O)c1ccccc1)c1ccc(S(=O)(=O)N2CCCCC2)cc1	2	-2	0	-7	-3	-3	12	14
Cc1ccc(C(=O)OCCN(C)Cc2ccccc2)cc1	2	2	18	-2	-5	6	7	6
O=C(c1ccc(Br)o1)N1CCN(c2ccc3nnc(-c4ccccc4)n3n2)CC1	0	4	-73	3	1	27	2	38
C/C(=N\NC(=O)c1ccc(N(C)C)cc1)c1ccc(C)cc1C	1	5	-67	-1	-5	-12	3	9
Cc1cc(C)c(Nc2ncnc(N)n2)c(C)c1	1	-5	28	-6	-26	0	-3	-6
CCOc1ccc(N(CC(=O)Nc2ccccc2OC)S(C)(=O)=O)cc1	1	10	7	-4	12	-1	0	0
CCc1ccc(N(CC(=O)NC2CC2)S(=O)(=O)c2ccc(C)cc2)cc1	0	4	6	-4	-17	-8	-5	1
COc1ccc(Cc2nnc(SCC(=O)Nc3ccc(N4CCOCC4)cc3)n2C)cc1	4	-7	7	1	-16	-2	0	4
CCN(C(=O)COC(=O)CCNS(=O)(=O)c1ccccc1F)c1c(N)n(Cc2ccccc2)c(=O)[nH]c1=O	-2	-3	12	-5	15	10	5	-8

Given with values under each structure: three of the compounds above.
Fields: SENP1 FRET inh, SENP8 block-1, SENP8 block-2, APOBEC3G inh, SENP6 inh, UBC13 inh, SENP7 inh, Apaf-1 inh
COn1c(SCc2ccc(Cl)cc2)nc2ccccc2c1=O
→ 2, 2, 7, -5, 9, 12, 0, 12
CCOc1ccc(NC(=O)CC2C(=O)N(c3ccccc3)C(=O)N2CCc2cccs2)cc1 (stereo not drawn)
→ 2, 9, 21, -6, 14, -2, 1, 7
CCOC(=O)c1c(-c2ccccc2)c(C(C)=O)c(=O)n(C)c1C
→ -1, -2, 5, -3, -7, -4, -7, -2
